Cneo AK release: causes C. neoformans cell lysis | actives 0.2% (n = 360,000) | AID 651654 | adenylate kinase release luminescence, 4 h; normalised: neutral wells 0, clomiphene wells 100 | lysis activity, % at 15 µM;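 active = mean lysis activity across replicates of at least 80%, whatever share of replicates individually reach that level; inactive = mean lysis activity below 80%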
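Signal: Adenylate kinase release luminescence | Assay system: Log-phase Cryptococcus neoformans yeast cells | Input: Cells at 5 × 10^6 per mL | Buffer or medium: Fresh YPD growth medium | Compound: Single dose | Schedule: Static 4 h at 37 °C with compound, 1 h detection | Controls: Clomiphene | Read-out: Luminescence rise reflecting yeast cell lysis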
Statin myotox sup: suppression of simvastatin myotoxicity; C2C12 myotubes + simvastatin, ATP luminescence, 48 h; scaled: DMSO 0, geranylgeraniol control 100; actives 0.78% (n = 330,000); rescue of ATP level, % at 7.49 µM;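 active = mean ATP rescue above about 67%, or every replicate alone reaching that limit, limit read from the data, passing the limit was not always enough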;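 also: myotubes were challenged with 10 µM simvastatin during compound exposure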
PGC1a acetyl inh: PGC1a acetylation modulation, inhibitor mode. U2OS PGC1a acetylation, AlphaScreen anti-acetyl-lysine; with virally co-expressed GCN5 acetyltransferase. inhibition, % at 15.6 µM. actives 0.17% (n = 350,000);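 active = every replicate shows inhibition of at least 40%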;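 also: 0% = neutral control wells and 100% = positive control wells; some results beyond the cut were filed as inactive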
The depositor's hits bear a star. Some of the compounds tested (hit frequency here may not be typical).

1. O=C(CS(=O)(=O)c1cn(Cc2ccccc2Cl)c2ccccc12)N1CCOCC1
2. COc1ccc2nc3oc(C(=O)NCc4cccs4)cc3cc2c1
3. CC(C)CN(CC(C)C)S(=O)(=O)c1cc([N+](=O)[O-])ccc1N1CCCCCC1
4. CCc1cc[n+](-c2nc3ccccc3nc2C(=C=[N-])C#N)cc1
5. O=S(Cc1ccc(Cl)cc1)CC(O)(c1ccccc1)c1ccccc1 (centres undefined)
entry no.	1	2	3	4	5
Cneo AK release	0	-1	0	-1	0
Statin myotox sup	3	5	2	3	7
PGC1a acetyl inh	-1	4	-1	1	12

6. Cc1csc(SC(C)C(=O)Nc2ccc(Cl)cn2)n1 (centres undefined)
7. CC1=C(C(=O)OC(C)C)C(c2ccc(Br)s2)NC(=O)N1C (centres undefined)
8. O=C(NCCSCc1ccccc1)c1ccc(C2SCC(=O)N2Cc2ccccc2)cc1 (centres undefined)
9. O=[N+]([O-])c1cc(/C=N/O)ccc1Sc1ccccc1
10. O=C(Nc1ccc2c(c1)oc1ccccc12)c1ccncc1
entry no.	6	7	8	9	10
Cneo AK release	-1	0	-2	-1	-1
Statin myotox sup	11	24	29	171*	-10
PGC1a acetyl inh	-1	-8	-11	-10	-5

11. Cc1ccc(S(=O)(=O)Cn2nnnc2C(c2ccccc2)N2CCN(c3ncccn3)CC2)cc1 (centres undefined)
12. COC(=O)c1sccc1NC(=O)c1ccc(C)s1
13. COc1cccc(OC)c1NC(=O)C1CCCN1C(=O)NCc1ccccc1 (centres undefined)
14. Cc1ccc(-c2nc(CSCC(=O)N3CCCC3)c(C)o2)cc1
15. Cc1ccc(C(C)C)c(OCC(=O)Nc2ccccc2N2CCN(C)CC2)c1
entry no.	11	12	13	14	15
Cneo AK release	-1	-2	1	4	3
Statin myotox sup	-4	3	12	5	-23
PGC1a acetyl inh	-3	-24	97*	6	-3

16. S=c1[nH]nc(CSCc2ccccc2Cl)n1-c1ccccc1
17. COC(=O)c1nn(-c2ccc(-c3ccccc3)cc2)cc1O
18. CCCCSc1nc(NCc2ccco2)c2c3c(sc2n1)COC(C)(C)C3
19. COC(=O)c1cc(C#N)c(N(C)Cc2ccccc2)nc1C
20. Cc1ccc([N+](=O)[O-])cc1-c1ccc2cccc(C)c2n1
entry no.	16	17	18	19	20
Cneo AK release	1	-11	-1	-1	-1
Statin myotox sup	0	-16	8	36	-2
PGC1a acetyl inh	3	-14	-4	3	4

21. O=C(COc1cccc(Oc2ccccc2)c1)Nc1ccc(SC(F)F)cc1
22. O=[n+]1c2c(n([O-])c3c1CCCC3)CCCC2
23. Cc1c(NC(=O)c2cnn3c2NC(c2ccco2)CC3C(F)(F)F)c(=O)n(-c2ccccc2)n1C (centres undefined)
24. O=C1CCC(=O)N1CNc1ccccn1
25. O=C(Oc1ccc(-c2cnc3ccccc3n2)cc1)c1ccco1
entry no.	21	22	23	24	25
Cneo AK release	0	-6	6	1	-18
Statin myotox sup	-13	-3	0	-1	2
PGC1a acetyl inh	5	2	-6	0	11

26. CCOC(=O)c1c(CN2CCOCC2)n(-c2ccccc2)c2ccc(O)cc12
27. CC(Oc1ccc(Cl)cc1Cl)C(=O)NCCCn1ccnc1 (centres undefined)
28. OC(COC(c1ccccc1)c1ccccc1)CN1CCCCC1 (centres undefined)
29. O=C(COC(=O)C1CC(=O)N(Cc2ccco2)C1)c1ccc(OC(=O)c2ccco2)cc1 (centres undefined)
30. Cc1ccc(OC(=O)CCC(=O)Nc2ccc(S(=O)(=O)Nc3cc(C)on3)cc2)cc1
entry no.	26	27	28	29	30
Cneo AK release	2	0	3	1	1
Statin myotox sup	-1	-11	-2	5	29
PGC1a acetyl inh	-8	-6	5	-3	13

31. Cc1nc2ccccn2c1-c1csc(NCc2ccco2)n1
32. OCCNc1nc(SCc2ccccc2)nc2sc3c(c12)CCC3
33. CCN(CC)c1ncnc2ccc(Br)cc12
34. CCOC(=O)c1cc2occc2n1CC(=O)NC1CCCCC1C (centres undefined)
35. CC(=O)N/C(=N/c1nc(C)cc(C)n1)Nc1ccc(NC(C)=O)cc1
entry no.	31	32	33	34	35
Cneo AK release	0	-2	-1	7	-1
Statin myotox sup	94*	8	-10	5	-9
PGC1a acetyl inh	-4	3	36	1	8

36. Cc1cc(C)cc(N2C(=O)C3C4C=CC(C4)C3C2=O)c1 (centres undefined)
37. O=C(CSc1nc2ccccc2o1)c1ccccc1
38. CN(c1ccccc1)S(=O)(=O)c1ccc(C(=O)OCC(=O)N2CCOCC2)cc1
39. CC(C)(C)Oc1ncc(Br)c(OC(C)(C)C)n1
40. CCN1C(=O)C(O)(C2COC(C)(C)CC2=O)c2ccccc21 (centres undefined)
entry no.	36	37	38	39	40
Cneo AK release	-17	20	3	5	0
Statin myotox sup	-4	2	17	50	2
PGC1a acetyl inh	-4	0	5	-5	4

41. CC(C)(C)N1NC(=O)Nc2ccccc2C1=O
42. Cc1cccc(OCC(=O)Nc2ccc(N3CCN(S(C)(=O)=O)CC3)cc2)c1C
43. Cc1cc(C)n(C(=O)c2ccc(C)c(S(=O)(=O)N3CCOCC3)c2)n1
44. CC(C(=O)NCCCN1CCOCC1)n1cccc1C(=O)c1ccccc1 (centres undefined)
45. N/C(=N\OC(=O)Cc1cccs1)c1ccccc1
entry no.	41	42	43	44	45
Cneo AK release	0	-1	1	5	-1
Statin myotox sup	-5	-76	-5	4	6
PGC1a acetyl inh	5	2	9	11	9

46. N#Cc1cccc(Cn2nnc(-c3ccccc3)n2)c1
47. CCC1(CC)Cc2ccccc2C(CC(=O)N2CCOCC2)=N1
48. CCC(CO)n1c(SCc2cc(=O)oc3cc(C)ccc23)nc2ccccc2c1=O (centres undefined)
49. CCOc1cc(Cl)c(S(=O)(=O)NCc2ccccn2)cc1Cl
50. Cc1ccc(C)c(NC(=S)N2CCCCCC2)c1
entry no.	46	47	48	49	50
Cneo AK release	-3	1	1	1	8
Statin myotox sup	3	0	4	13	8
PGC1a acetyl inh	-14	-2	-2	2	0

51. CC(CCc1ccccc1)NC(=O)c1ccc(Cl)nc1 (centres undefined)
52. COc1ccc(C(=O)Nc2nc(-c3ccc(S(=O)(=O)N4CCOCC4)cc3)cs2)cc1
53. O=C(CN1C(=O)CC(c2ccccc2)=Nc2ccccc21)NC1CCCCC1
54. CCN(CC)C(=O)CSc1nc(O)cc(=O)n1C
55. Cc1ccccc1-c1nc2ccccc2c(=O)n1C1CCS(=O)(=O)C1 (centres undefined)
entry no.	51	52	53	54	55
Cneo AK release	0	-2	0	6	0
Statin myotox sup	-3	-1	-3	-4	11
PGC1a acetyl inh	-7	8	0	3	3

56. Cn1c2ccc(F)cc2c2ncn(CCCN(CCO)CCO)c(=O)c21
57. Nc1nc(SCc2ccccc2Cl)ns1
58. Nc1ncnc2nc(SCc3ccc(Cl)cc3Cl)[nH]c12
59. Cc1ccc(S(=O)(=O)NCCNC(=O)C2CCCNC2=O)cc1 (centres undefined)
60. COc1ccc(-c2cc(CNC(C)=O)on2)cc1
entry no.	56	57	58	59	60
Cneo AK release	44	-1	0	-3	-4
Statin myotox sup	-35	3	9	12	-4
PGC1a acetyl inh	3	-15	-1	0	0

61. COc1ccc(C(c2nnnn2Cc2cccs2)N2CCN(c3ccc(F)cc3)CC2)cc1OC (centres undefined)
62. O=C1c2ccccc2C(Nc2cccc(C(F)(F)F)c2)N1Cc1ccco1 (centres undefined)
63. O=C1CC(N2CCN(c3ccccc3)CC2)C(=O)N1c1ccc2c(c1)OCCO2 (centres undefined)
64. Cc1cnn(Cc2ccccc2)c1N
65. O=C(c1ccco1)N1CCN(c2c(-c3ccccc3)c3cc(Cl)ccc3[nH]c2=O)CC1
entry no.	61	62	63	64	65
Cneo AK release	-4	-7	2	12	1
Statin myotox sup	-8	5	2	-3	24
PGC1a acetyl inh	-1	-18	-1	5	2

2 entries from above, with values under each structure:
Values run as follows: Cneo AK release | Statin myotox sup | PGC1a acetyl inh
(6) Cc1csc(SC(C)C(=O)Nc2ccc(Cl)cn2)n1 (centres undefined)
 : -1 | 11 | -1
(7) CC1=C(C(=O)OC(C)C)C(c2ccc(Br)s2)NC(=O)N1C (centres undefined)
 : 0 | 24 | -8

(cont.)
66. COC(=O)/C=C1/S/C(=N/NC(=O)c2ccccc2C)NC1=O
67. COc1cccc(C(c2nnnn2Cc2ccccc2)N2CCN(C3CCCC3)CC2)c1OC (centres undefined)
68. O=C(COc1ccccc1)N1CCN(S(=O)(=O)c2ccc(Cl)cc2)CC1
69. COc1ccc(CN2C3CCCC2CC(NC(=O)Nc2ccccc2)C3)cc1 (centres undefined)
70. CC(C)C[C@H](NC(=O)c1nc[nH]c1C(=O)N[C@@H](CCCCN)C(=O)OC(C)(C)C)C(=O)OC(C)(C)C
entry no.	66	67	68	69	70
Cneo AK release	-4	0	-2	1	1
Statin myotox sup	-1	-18	8	6	14
PGC1a acetyl inh	3	11	-1	-3	-3

71. COC(=O)CNC(=O)CCCCC(=O)NCC(=O)OC
72. Cc1c(-c2cccs2)[n+](=O)c2c(n1[O-])CCCC2
73. COc1cc(/C=C2\SC(c3ccc(C)cc3)=NC2=O)cc(OC)c1OC
74. COc1ccc(C(=O)CSc2nnc(-c3ccc(S(=O)(=O)N4CCOCC4)cc3)o2)cc1
75. Cc1cc(C)cc(N(CC(=O)N2CCC(C)CC2)S(=O)(=O)c2ccccc2)c1
entry no.	71	72	73	74	75
Cneo AK release	-1	0	-4	-2	1
Statin myotox sup	8	6	-3	-29	-5
PGC1a acetyl inh	5	-5	2	-7	-18

76. CN(C)c1ccc(NC(=O)CSCc2nc3c(nnn3Cc3ccc(F)cc3)c(=O)[nH]2)cc1
77. COc1ccc(-c2nnc(-c3cc4ccccc4oc3=O)o2)cc1
78. Cc1cc(C)cc(C(=O)N(c2ccccn2)C(C)c2ccco2)c1 (centres undefined)
79. Cc1nn(C)cc1CNC(=O)c1cnn2c(C(F)F)cc(C3CC3)nc12
80. O=C(O)c1ccc2c(=O)[nH]c(CN3CCOCC3)nc2c1
entry no.	76	77	78	79	80
Cneo AK release	-1	-1	0	0	0
Statin myotox sup	-19	13	9	-9	7
PGC1a acetyl inh	9	3	-18	9	-6

Part of the list above with just PGC1a acetyl inh:
#	SMILES	PGC1a acetyl inh
71	COC(=O)CNC(=O)CCCCC(=O)NCC(=O)OC	5
72	Cc1c(-c2cccs2)[n+](=O)c2c(n1[O-])CCCC2	-5
73	COc1cc(/C=C2\SC(c3ccc(C)cc3)=NC2=O)cc(OC)c1OC	2
74	COc1ccc(C(=O)CSc2nnc(-c3ccc(S(=O)(=O)N4CCOCC4)cc3)o2)cc1	-7
75	Cc1cc(C)cc(N(CC(=O)N2CCC(C)CC2)S(=O)(=O)c2ccccc2)c1	-18
76	CN(C)c1ccc(NC(=O)CSCc2nc3c(nnn3Cc3ccc(F)cc3)c(=O)[nH]2)cc1	9
77	COc1ccc(-c2nnc(-c3cc4ccccc4oc3=O)o2)cc1	3

Next section:
81. O=C(c1ccc(C(=O)N2CCOCC2)s1)N1CCOCC1
82. O=C(CSc1nnc(-c2ccccc2)n1Cc1ccccc1)NC1CC1
83. COCCNC(=O)Cn1cnc2sc(C)c(S(=O)(=O)N3CCC(C)CC3)c2c1=O
84. CCOc1ccc(C(=O)SC2=NCCS2)cc1
85. CCOC(=O)C1CCCN(C(=O)/C=C/c2cccc([N+](=O)[O-])c2)C1 (centres undefined)
entry no.	81	82	83	84	85
Cneo AK release	1	0	-1	0	0
Statin myotox sup	9	16	0	-15	2
PGC1a acetyl inh	0	-5	-49	-9	3

86. COc1cccc(-n2c(SCC(=O)N3CCOCC3)nc3c([nH]c4ccccc43)c2=O)c1
87. Cn1c(-c2ccc3c(c2)OCO3)cnc1N
88. CC(C)CCOC(=O)C1C(c2ccccc2)C(C(=O)O)C1c1ccccc1 (centres undefined)
89. O=C(CCSc1nc(-c2ccco2)cc(C(F)(F)F)n1)Nc1ccc2c(c1)OCO2
90. COC(=O)c1ccc2c(=O)n(CCO)c(=S)[nH]c2c1
entry no.	86	87	88	89	90
Cneo AK release	-1	0	-2	2	-1
Statin myotox sup	9	10	2	96*	16
PGC1a acetyl inh	-2	-2	3	-5	-13

91. CC(C)OC(=O)c1c(NC(=O)Cn2cnc([N+](=O)[O-])n2)sc2c1CCCC2
92. COc1ccccc1N1CCN(C(=O)c2ccc3c(Cl)c4c(nc3c2)CCCC4)CC1
93. O=c1cc(N2CCCCC2)c(-c2ccccc2)nn1Cc1ccc(Cl)cc1
94. O=C(CC1(O)C(=O)N(CN2CCOCC2)c2ccccc21)c1ccccc1 (centres undefined)
95. COc1ccc(-n2c(=O)c3ccccc3n(CC(=O)Nc3cc(C)on3)c2=O)cc1OC
entry no.	91	92	93	94	95
Cneo AK release	1	-2	0	0	1
Statin myotox sup	10	-20	30	9	5
PGC1a acetyl inh	-5	5	-4	-6	4

96. Cc1ccc(-c2cc(C(=O)OCC(=O)Nc3cc(C)on3)c3ccccc3n2)c(C)c1
97. Cc1ccccc1-n1nc2c(c1NC(=O)c1c(-c3ccccc3Cl)noc1C)CS(=O)(=O)C2
98. CC(C)COC(=O)C(N)C(C(=O)OCC(C)C)c1ccccc1 (centres undefined)
99. Cn1c(=O)c2c3c(sc2n2cnnc12)CCC3
100. CCOC(=O)C1CCCN(S(=O)(=O)c2cc(OCC(N)=O)c(C)cc2Cl)C1 (centres undefined)
entry no.	96	97	98	99	100
Cneo AK release	4	6	1	-1	-2
Statin myotox sup	-5	23	-3	7	-4
PGC1a acetyl inh	4	-21	-29	0	-14
